# Assay outcomes deposited in PubChem by National Center for Advancing Translational Sciences (NCATS).
# HEK293 tox: qHTS of GLP-1 Receptor Inverse Agonists: Cytotox Screen. HEK293 cAMP-luciferase reporter cells, luminescence, 24 h. Potency, µM (series often up to 38.3 µM), for the others: at the highest dose activity change, negative = inhibition, usual class: inhibitors. 410,000 tested, 0.13% active. AID 624418, 2012;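 also: loss of luciferase light is scored as toxicity; potency is read from the fitted curve at half-maximal effect; % is scaled to controls: 0 for no effect and ±100 for the full control effect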
#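 A 23 nL compound transfer followed 12 hours of cell culture at 37 deg C; exposure then lasted 24 hr. Luciferase assay detection reagent was dispensed and plates read for luminescence after a 12 min room-temperature wait.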
# PTHR1 ag: qHTS for PTHR1 Agonists: Primary Screen; HEK293 GP2 PTHR1 cells, GloSensor cAMP luminescence, 1 h; Parathyroid hormone/parathyroid hormone-related peptide receptor (Homo sapiens), Q03431; Potency, µM (top dose mostly 115 µM), for inactives: top-dose activation, usual class: activators; 410,000 tested, 0.075% active; AID 743266, 2014; also: potency is read from the fitted curve at half-maximal effect; nearly all actives have a fitted effect of over 55% in size; some results filed as inactive show a strong effect at the top dose; inactives centre near -15; many of its hits are not listed in these tables
#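 HEK-293-derived GP2 cells expressing PTHR1 and a GloSensor cAMP reporter, 3,000/well, plated overnight, given luciferin plus IBMX (each 0.5 mM as added) for 1 h at 37 °C, then compound for 1 h at 37 °C. Luminescence was read after 15 min at room temperature.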
# TDP-43 yeast inh: qHTS of TDP-43 Inhibitors; AID 652104, 2013; Potency, µM (series often up to 46.1 µM), for inactives: at the highest dose growth rescue (activation), actives largely listed as activators; TDP-43 expressing yeast growth rescue, BacTiter-Glo, 24 h; 410,000 tested, 1.8% active; also: potency is read from the fitted curve at half-maximal effect; % of control where 0% means no effect; nearly all actives have a fitted effect of over 50% in size
#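 In this qHTS, compounds that restore growth of yeast expressing TDP-43 appear as activators. Cells (OD600=0.02, galactose medium, raffinose-pregrown) are incubated with compound 24 hr at 30 deg C and growth is quantified by BacTiter-Glo.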
# GLP1R ag: qHTS of GLP-1 Receptor Agonists; Glucagon-like peptide 1 receptor (Homo sapiens), P43220; HEK293 GLP-1R CRE-luciferase, luminescence, 4-6 h; cells express a hypersensitive GLP-1R form; Potency, µM (highest dose often 45.6 µM), without a hit: top-dose activation, most hits filed as activators; 380,000 tested, 0.007% active; also: potency is read from the fitted curve at half-maximal effect; % of control where 0% means no effect
# Target sequence (P43220 whole entry, looked up): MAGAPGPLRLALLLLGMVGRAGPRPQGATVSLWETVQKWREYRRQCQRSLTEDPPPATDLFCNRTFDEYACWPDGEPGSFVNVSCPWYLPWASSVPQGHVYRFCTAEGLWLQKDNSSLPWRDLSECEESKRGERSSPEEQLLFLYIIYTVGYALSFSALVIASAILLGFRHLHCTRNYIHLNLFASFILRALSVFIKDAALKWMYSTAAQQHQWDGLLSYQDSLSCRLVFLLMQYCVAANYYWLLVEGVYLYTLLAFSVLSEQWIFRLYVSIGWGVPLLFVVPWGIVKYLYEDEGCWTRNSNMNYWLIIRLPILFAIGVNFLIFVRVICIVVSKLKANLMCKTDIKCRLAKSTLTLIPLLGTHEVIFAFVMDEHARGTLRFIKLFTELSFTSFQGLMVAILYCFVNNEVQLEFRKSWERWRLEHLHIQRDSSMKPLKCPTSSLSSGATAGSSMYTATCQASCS
# aSyn rescue: qHTS of alpha-syn Inhibitors. Yeast expressing alpha-synuclein, growth rescue, BacTiter-Glo, 24 h. Potency, µM (highest dose often 46.1 µM), without a hit: at the highest dose growth rescue (activation), actives largely listed as activators. 370,000 tested, 0.14% active. AID 652106, 2013; also: potency is read from the fitted curve at half-maximal effect; % of control where 0% means no effect; nearly all actives have a fitted effect of over 65% in size
#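 Readout is rescue of growth in alpha-synuclein-expressing yeast, so inhibitors of toxicity appear as activators. Growth after 24 hr at 30 deg C in galactose medium is quantified by luminescence.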
# GLP1R inv ag: qHTS of GLP-1 Receptor Inverse Agonists (Inhibition Mode); Glucagon-like peptide 1 receptor (Homo sapiens), P43220; HEK293 GLP-1R CRE-luciferase, luminescence, 24 h; GLP-1R form is constitutively active; Potency, µM (top dose mostly 38.3 µM), without a hit: top-dose activity change, negative = inhibition, usual class: inhibitors; 410,000 tested, 1.6% active; also: potency is read from the fitted curve at half-maximal effect; % is scaled to controls: 0 for no effect and ±100 for the full control effect; nearly all actives have a fitted effect of over 55% in size
#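 Seeding at 200 cells/uL, 12 h culture, 24 hr compound treatment, then luciferase reagent and a luminescence read; cells are HEK293 stably expressing a constitutively active GLP-1R plus cAMP-responsive luciferase.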
# D3 antag: qHTS of D3 Dopamine Receptor Antagonist: qHTS. D3R cells, DiscoveRx beta-arrestin luminescence, antagonist mode; hits give low values. AID 652054, 2013. max response, negative = inhibition, %. 360,000 tested, 2.5% active. D(3) dopamine receptor (Homo sapiens), P35462; in the data active = max response below about -50%; inconclusive = no clear call, values can overlap the other calls; also: % is scaled to controls: 0 for no effect and ±100 for the full control effect; mostly tested at two doses, the higher about 12 µM
# Target sequence (P35462 whole entry, looked up): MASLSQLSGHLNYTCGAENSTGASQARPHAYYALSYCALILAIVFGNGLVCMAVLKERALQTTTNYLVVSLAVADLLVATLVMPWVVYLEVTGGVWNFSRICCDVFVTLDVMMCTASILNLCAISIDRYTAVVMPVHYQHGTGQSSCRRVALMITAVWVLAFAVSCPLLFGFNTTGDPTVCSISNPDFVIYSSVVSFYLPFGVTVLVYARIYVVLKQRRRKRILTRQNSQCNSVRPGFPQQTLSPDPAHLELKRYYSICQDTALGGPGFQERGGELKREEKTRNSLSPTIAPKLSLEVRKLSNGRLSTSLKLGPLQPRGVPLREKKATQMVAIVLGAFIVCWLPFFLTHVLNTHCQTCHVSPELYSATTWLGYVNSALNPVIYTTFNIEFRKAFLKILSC
#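 Cells plated overnight at 1500 cells/well, then exposed to library compounds with dopamine controls for 90 minutes at 37 degrees C. DiscoveRx reagent added for 30–60 minutes at room temperature; luminescence read, quantitative HTS format.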
# KB-V1 MDR tox: qHTS assay for MDR1-selective chemotherapeutics: Primary screen using the drug-selected MDR subline cells KB-V1; KB-V1 MDR cells viability, CellTiter-Glo, 72 h; Potency, µM (series often up to 46.1 µM), inactives show at the highest dose activity change, negative = cytotoxicity, actives largely listed as cytotoxic; 400,000 tested, 3.4% active; also: potency is read from the fitted curve at half-maximal effect; % is scaled to controls: 0 for no effect and ±100 for the full control effect; nearly all actives have a fitted effect of over 60% in size
#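 Luminescent ATP read-out (CellTiter-Glo, 10 min) measures survival of drug-selected KB-V1 MDR cells after 72 h, 37 degrees C compound exposure. Medium: phenol-red-free DMEM, 10% FBS. Values from fitted concentration-response curves.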
# DRD3 agonist: qHTS of D3 Dopamine Receptor Agonist: qHTS; D(3) dopamine receptor (Homo sapiens), P35462; D3R DiscoveRx beta-arrestin cells, luminescence, 90 min; max activation, %; 410,000 tested, 0.58% active; in the data active = max activation above about 30%; also: 0% is about no effect; mostly tested at two doses, the higher about 12 µM
#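 Cells at 1500/well, incubated overnight, then treated with pinned compounds (dopamine as control) for 90 min at 37 degrees C. DiscoveRx reagent added for 30 - 60 minutes at room temperature; luminescence read.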
# An asterisk follows results filed as active; i = inactive; ? = inconclusive; . = not tested or not shown; [ ] = dose if it differs, or a comment. Unless noted, calls follow the shape of the dose curve; as a rule, active = well fitted curve in the direction sought with a large enough effect; inconclusive = small, poorly fitted or top-dose-only effect, or another doubt; inactive = no such curve, though single readings can be large; an effect the other way counts as inactive or inconclusive. An excerpt; the hit share may differ from the screen's.
SMILES,HEK293 tox,PTHR1 ag,TDP-43 yeast inh,GLP1R ag,aSyn rescue,GLP1R inv ag,D3 antag,KB-V1 MDR tox,DRD3 agonist
O=C(NN1C(=O)NC2(CCCCC2)C1=O)c1cc2cc(Cl)ccc2o1,-1%,i,13%,5%,4%,-28%,-10,-22%,1
O=C(CC(CC(=O)c1ccccc1)c1ccco1)c1ccccc1,5%,i,20%,5%,?,?,11,?,-2
C=CCn1c(O)c(CN2CCOCC2)c(C)c(C#N)c1=O,8%,-2%[57.5 µM],0%,1%,-5%,2%,2,21%,-1
Cc1cccc(NC(=S)N/N=C(\c2ccccc2)C(C)C)c1,3%,-54%[inhibitor],?,7%,-7%,?,-21,-10%,-6
CC1(C)CC(=O)c2cc(OCC(=O)NCc3cccnc3)ccc2O1,1%,-13%[57.5 µM],-12%,-15%,-7%,3%,15,-6%,-2
Cc1c(C(=O)N2CCC[C@H]2C(N)=O)oc2c(F)cccc12,?,-21%,12%,-3%,-1%,6%,10,?,-4
O=C(Nc1cccc2ncccc12)c1cccc(Br)c1,-10%,-10%,3%,10%,4%,8%,-5,-3%,-8
CCOCN(C(=O)Cn1c(C(C)O)nc2ccccc21)c1c(C)cccc1CC (stereo not drawn),-5%,i,-4%,2%,2%,?,10,-7%,-2
Cc1ccccc1NC(=O)c1ocnc1C,-5%,-17%,0%,-3%,2%,13%,0,4%,2
CCCN(CC1CC1)c1cc2c(c3c1ccn3C)C1CCC2C1 (stereo not drawn),3%,-54%[inhibitor],14%,-4%,0%,-33%,?,-2%,-14
Cc1onc(NC(=O)c2ccc(Cl)cc2Cl)c1Br,-2%,i,-25%[1.82 µM],11%,-6%,12%,-13,?,-3
Cc1cc(NC(=O)CCC(=O)N(Cc2ccco2)C(C(=O)NC2CCCC2)c2ccc(F)cc2)no1 (stereo not drawn),-5%,i,4%,17%,6%,-2%,-18,-3%,11
CCOCCCNC(=O)C1(O)c2ccccc2NC(=O)N1c1ccc(Cl)c(Cl)c1 (stereo not drawn),23%,-20%,7%,4%,0%,-1%,6,16%,-13
COc1ccc(S(=O)(=O)NC(=O)C2(C)CCN2C(=O)Cc2ccccc2Cl)cc1 (stereo not drawn),6%,26%,-8%,0%,3%,10%,0,?,-8
COc1c(C(=O)Nc2ccc(Cc3ccncc3)cc2)ccc2ccccc12,?,-14%,-4%,-40%[inhibitor],1%,?,11,2.9µM*,34*
COc1cc2nc(C(C)(C)C)oc(=O)c2cc1OC,0%,i,12%,-1%,3%,13%,-3,17%,2
Cc1cccc(OCC(O)CN2CCN(S(=O)(=O)c3ccc(C)cc3C)CC2)c1 (stereo not drawn),-2%,-23%,-11%,16%,12%,?,-10,?,-6
COc1ccc(C(=O)c2sc3nc(C)cc(-c4cccs4)c3c2N)cc1OC,113%[activator],i,27%,19%,-23%,17%,11,?,52*
CCOC(=O)c1c(C)nn(Cc2cccc(Cl)c2)c1N,1%,i,25%,10%,0%,8%,-13,?,-10
CCc1cc(=O)oc2cc(OCC(=O)N3CC[C@@]4(O)CCCC[C@H]4C3)ccc12,-13%,-2%,-14%,2%,7%,-6%,-7,-18%,-13
COc1ccccc1C(=O)COC(=O)CN1C(=O)NC2(CCCC2)C1=O,-7%,i,22%,-3%,2%,0%,6,-4%,3
Cc1cc(OCC(=O)Nc2ccc(-c3nc4cc(Cl)ccc4o3)cc2)cc(C)c1Cl,-11%,-2%,15%,.,.,-2%,.,2%,4
CN(C(=O)c1cccc(Br)c1)C1CCS(=O)(=O)C1 (stereo not drawn),1%,i,-22%,0%,-1%,6%,6,13%,7
CC(=O)c1ccc(S(=O)(=O)Nc2ccccc2C(=O)NC2CC2)cc1,-12%,-2%,-2%,9%,-5%,11%,-14,-32%,-16
Cc1cc(C(F)(F)F)cc(NNC(=O)NC(=O)c2ccc(Cl)cc2)n1,2%,i,-19%,3%,-2%,-11%,-19,23%,-11

# One compound at a time, from the list above.
# `CCc1cc(=O)oc2cc(OCC(=O)N3CC[C@@]4(O)CCCC[C@H]4C3)ccc12` is entered as HEK293 tox = -13%; PTHR1 ag = -2%; TDP-43 yeast inh = -14%; GLP1R ag = 2%; aSyn rescue = 7%; GLP1R inv ag = -6%; D3 antag = -7; KB-V1 MDR tox = -18%; DRD3 agonist = -13
# `Cc1c(C(=O)N2CCC[C@H]2C(N)=O)oc2c(F)cccc12` is entered as HEK293 tox = ?; PTHR1 ag = -21%; TDP-43 yeast inh = 12%; GLP1R ag = -3%; aSyn rescue = -1%; GLP1R inv ag = 6%; D3 antag = 10; KB-V1 MDR tox = ?; DRD3 agonist = -4

# Other compounds follow.
SMILES,HEK293 tox,PTHR1 ag,TDP-43 yeast inh,GLP1R ag,aSyn rescue,GLP1R inv ag,D3 antag,KB-V1 MDR tox,DRD3 agonist
COC(=O)C1(C(=O)OC)c2ccccc2CN(S(=O)(=O)c2ccc(C)cc2)C1CC(C)=O (stereo not drawn),-4%,-15%,22%,.,-3%,0%,3,-23%,2
COc1ccc(N2CCN(C(=O)c3ccc4c(c3)OCO4)CC2)cc1,0%,-7%,15%,3%,-7%,0%,?,21µM*,-6
Cc1ccc(C)n1-c1nn(S(=O)(=O)c2cccc(C(F)(F)F)c2)c2cccc(F)c12,4%,i,4%,9%,7%,?,-10,13%,0
CC(C)C(NS(=O)(=O)c1ccc2c(c1)oc(=O)n2C)C(=O)NCCc1ccccc1 (stereo not drawn),9%,?,-1%,.,.,11%,.,-4%,6
CCn1cc(C(=O)N2CCCc3ccccc32)c2cc(OC)c(OC)cc2c1=O,3%,i,20%,12%,-1%,93%[activator],-16,-3%,4
CCN(CC)CC(=O)Nc1ccc2c(c1)N(C(=O)CN(CC)CC)c1ccccc1CC2,4µM*,i,-10%,21%,3%,39%[activator],-8,?,1
CC(C)(C)CN1CCNC(=O)C1CC(=O)NCCc1ccccc1F (stereo not drawn),-18%,i,-8%,12%,4%,7%,7,8%,9
CCN=C(NCC)SC1CC(=O)N(c2cccc(OC)c2)C1=O (stereo not drawn),1%,i,-15%,-10%,6%,3%,?,9%,-12
Nc1c(C(=O)Nc2ccc3c(c2)OCCO3)nnn1Cc1ccccc1Cl,-2%,-9%,-4%,4%,1%,?,6,-19%,3
CCCn1c(CCCNC(=O)c2ccccc2OC)nc2ccccc21,2%,-23%,-19%,-1%,.,-28%,.,-7%,-22
Brc1ccc(CSc2nnc(-c3ccccn3)n2Cc2ccco2)cc1,?,-17%,2%,4%,-1%,?,?,7.3µM*,-12
Clc1ccc2nc(-c3ccncc3)cc(-c3ccccc3)c2c1,44%,i,22%,0%,1%,7%,5,-28%,-2
O=C(NCc1ccco1)c1cc2c(s1)CCCCC2,5%,-23%,9%,-6%,4%,-8%,-9,-2%,-8
CC1CN(C(=O)Nc2ccc(F)cc2F)CC(C)O1 (stereo not drawn),-10%,-5%,-2%,-1%,1%,2%,27,16%,7
O=P(COCCO)(c1ccccc1)c1ccccc1,-4%,-1%[57.5 µM],18%,-8%,6%,6%,0,?,12
Cc1ccc(C)c(CN2C(=O)C3(c4ccccc42)N(c2cccc(C(F)(F)F)c2)C(=O)CS3(=O)=O)c1 (stereo not drawn),1%,i,27%,-9%,.,?,.,-26%,5
O=Cc1ccc(OCC(=O)N2CCc3ccccc32)c(Br)c1,-2%,-5%,20%,-5%,12%,?,-2,-25%,1
COCCCNC(=O)c1ccc(N(C)S(C)(=O)=O)cc1,7%,-16%,-9%,4%,-4%,21%,-10,-9%,-7
COCCCNC(=S)N1CCN(C)CC1,-7%,-4%,-19%,2%,-6%,31%[activator],-2,10%,4
Cc1ccc(-c2nc3c(c(=O)[nH]c(=O)n3Cc3ccccc3)n2C)o1,-25%,-5%,14%,-11%,3%,13%,12,0%,1
COCc1cc(CN2CCCC2)c(O)c2ncccc12,?,i,-21%,-2%,1%,0%,-28,?,0
CC1(C)C=Cc2c(c3ccccc3[nH]c2=O)O1,-2%,-14%,15%,27%,8%,4%,13,-1%,2
O=C(N/N=C/c1ccco1)c1cc(-c2ccc(Cl)s2)[nH]n1,6%,1%,8%,8%,-6%,17%,3,0%,-6
COc1ccc(C(=O)N(Cc2ccc(N(C)C)cc2)C2CCS(=O)(=O)C2)cc1 (stereo not drawn),-17%,-23%,3%,3%,1%,11%,15,-3%,-1
COc1ccc(Nc2cc(C(=O)NCCCN3CCN(c4ccc(OC)cc4)CC3)c3ccccc3n2)cc1,-20%,-92%[inhibitor],14%,.,.,?,.,.,15
Cc1c(NS(=O)(=O)c2ccc(Cl)c(C(=O)OCC(=O)NCc3ccco3)c2)c(=O)n(-c2ccccc2)n1C,4%,i,-9%,3%,4%,15%,9,12%,3
CC(C)(C)c1ccc(-n2nc(C(N)=O)c(O)cc2=O)cc1,7%,-18%,16%,3%,9%,-7%,-3,2%,3
CC(OC(=O)C1CSC2(C)CCC(=O)N12)C(=O)Nc1cccc(C#N)c1 (stereo not drawn),5%,-27%,19%,-3%,9%,8%,21,-16%,7
CCCCCC(=O)N1CCCC(c2nc(-c3ccc(OC)cc3)no2)C1 (stereo not drawn),-14%,-27%,?,6%,1%,0%,45,?,2
O=C(Nc1ccc(-n2nncc2-c2ccco2)cc1)c1ccc(F)cc1,0%,i,-16%,7%,-6%,0%,-22,16µM*,-10
